# Assay outcomes as filed in PubChem.
# STAT1 inh: STAT1 signaling inhibition | NIH 3T3 STAT1-luciferase reporter, IFN-gamma, luminescence | hit rate 0.35% among 200,000 | inhibition, % at 5.5 µM | AID 920;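 active = inhibition above a set limit, the mean inhibition across all tested compounds plus 3 SD, cut at about 34% in these data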;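 note: 0% = IFN-gamma with DMSO and 100% = IFN-gamma with 300 µM nifuroxazide; values of inactives mirror those of a sister screen read the other way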
# S1P3 antagonist: S1P3 (human) receptor antagonism. CHO S1P3 NFAT-BLA reporter, FRET fluorescence, antagonist mode. hit rate 0.27% among 170,000. inhibition, % at 4.98 µM;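 active = inhibition above the plate cutoff, the mean inhibition of test wells on that plate plus 3 SD, cut at about 28% in these data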;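 note: cells challenged with S1P at its EC80 of 0.8 µM; blue over green emission ratio from cleaved BLA substrate after 4 h stimulation; 0% = S1P-stimulated wells and 100% = unstimulated DMSO-only wells; some compounds past the cut are filed as inactive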
# PPARg SRC2 recr: promotes SRC-2 coactivator recruitment by human PPARgamma | PPARgamma LBD-SRC-2 recruitment, biochemical | activation, % at 8 µM | P37231 | hit rate 0.34% among 200,000 | AID 1032; in the data active = activation above about 22%;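 note: 0% = vehicle and 100% = reference agonist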
# PPARg SRC1 recr: promotes SRC-1 coactivator recruitment by human PPARgamma; AID 631; hit rate 0.41% among 200,000; P37231; activation, % at 8 µM; PPARgamma-SRC-1 coactivator recruitment biochemical assay; in the data active = activation above about 19%;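 note: 0% = DMSO and 100% = reference agonist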
# STAT3 blocker: STAT3 signaling inhibition. U3A cells, IL-6 STAT3-luciferase reporter, luminescence; host cell line lacks STAT1. inhibition, % at 5.5 µM. hit rate 0.89% among 190,000. AID 862;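 active = inhibition above the mean inhibition across all screened compounds plus 3 SD, cut at about 44% in these data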;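 note: 0% = DMSO only wells and 100% = 100 µM nifuroxazide control wells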
# RAM inhibit: inhibitors of the yeast RAM network; S. cerevisiae dse1pr::URA3 reporter, 5-FOA growth OD615, 2 d; analog-sensitive cbk1-as2 kinase mutant strain; inhibition, % at 50 µM; hit rate 1.8% among 190,000;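 active = inhibition above a set limit, 3 SD over mean compound inhibition, cut at about 8.4% in these data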;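 note: 0% = DMSO-only wells with no growth and 100% = 10 µM 1-NA-PP1 full growth; inhibition rescues growth on 5-FOA so higher OD means more RAM inhibition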
# STAT3 act: increases IL-6 driven STAT3 reporter signal | hit rate 0.91% among 190,000 | U3A cells, IL-6 STAT3-luciferase reporter, luminescence; 100% = signal with IL-6 EC80 alone | activation (% of control), % at 5.6 µM;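 active = activation above the screen-wide mean of compound activation plus 3 SD, cut at about 130% in these data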;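 note: 0% = background luminescence of wells with medium and substrate only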
#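 system = STAT3-luciferase reporter U3A cells | reagent = IL-6 stimulus at 33 ng/mL final | timing = 1 h compound pre-exposure, 6 h IL-6 stimulation, 37 °C | measured by = luminescence | evaluation = % activation versus median of IL-6-stimulated wells | control set = IL-6-only wells as 100% reference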
# SRC2 TRFRET art: flags TR-FRET format artefacts in PPARgamma SRC-2 recruitment agonist screen; TR-FRET artefact counter-screen; active compounds read high; hit rate 0.4% among 200,000; TR-FRET ratio at 8 µM; in the data active = TR-FRET ratio above about 2000; note: inactives centre near 1500
# PPARg SRC3 recr: agonists of human PPARgamma SRC-3 coactivator recruitment; hit rate 0.26% among 200,000; P37231; activation, % at 8 µM; AID 731; biochemical PPARgamma/SRC-3 coactivator recruitment assay; in the data active = activation above about 23%;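 note: 0% = DMSO and 100% = reference agonist; some compounds past the cut are filed as inactive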
# TLR4-MyD88 BLA: TLR4-MyD88 interaction inhibition in cells | HeLa CL3-4 TLR4/MyD88 BLA complementation, FRET ratio | inhibition, % at 8.4 µM | hit rate 0.18% among 200,000; in the data active = inhibition above about 25%;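 note: 0% = vehicle and 100% = reference inhibitor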
# Target sequence (O00206 whole entry, looked up): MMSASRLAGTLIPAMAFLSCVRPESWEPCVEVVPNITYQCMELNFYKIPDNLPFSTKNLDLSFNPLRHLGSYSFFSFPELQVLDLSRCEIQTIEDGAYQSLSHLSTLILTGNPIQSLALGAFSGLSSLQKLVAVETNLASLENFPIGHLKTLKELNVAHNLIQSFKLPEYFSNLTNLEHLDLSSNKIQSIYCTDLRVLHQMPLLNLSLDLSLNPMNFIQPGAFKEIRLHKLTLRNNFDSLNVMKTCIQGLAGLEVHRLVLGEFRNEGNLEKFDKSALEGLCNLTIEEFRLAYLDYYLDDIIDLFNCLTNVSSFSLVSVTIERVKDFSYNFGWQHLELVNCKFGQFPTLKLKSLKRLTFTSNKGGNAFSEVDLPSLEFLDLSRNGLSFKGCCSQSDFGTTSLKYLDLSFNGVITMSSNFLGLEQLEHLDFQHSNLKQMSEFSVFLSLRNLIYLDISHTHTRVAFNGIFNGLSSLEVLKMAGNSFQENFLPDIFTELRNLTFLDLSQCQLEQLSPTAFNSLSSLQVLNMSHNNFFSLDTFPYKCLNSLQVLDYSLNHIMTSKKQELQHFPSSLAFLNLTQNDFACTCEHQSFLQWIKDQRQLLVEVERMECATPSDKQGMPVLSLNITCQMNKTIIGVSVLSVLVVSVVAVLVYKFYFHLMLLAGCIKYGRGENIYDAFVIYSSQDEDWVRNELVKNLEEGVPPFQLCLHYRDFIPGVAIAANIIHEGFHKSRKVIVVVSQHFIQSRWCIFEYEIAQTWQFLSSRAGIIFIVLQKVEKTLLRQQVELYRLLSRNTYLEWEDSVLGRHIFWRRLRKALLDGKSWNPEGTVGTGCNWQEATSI
# Target sequence (Q99836 whole entry, looked up): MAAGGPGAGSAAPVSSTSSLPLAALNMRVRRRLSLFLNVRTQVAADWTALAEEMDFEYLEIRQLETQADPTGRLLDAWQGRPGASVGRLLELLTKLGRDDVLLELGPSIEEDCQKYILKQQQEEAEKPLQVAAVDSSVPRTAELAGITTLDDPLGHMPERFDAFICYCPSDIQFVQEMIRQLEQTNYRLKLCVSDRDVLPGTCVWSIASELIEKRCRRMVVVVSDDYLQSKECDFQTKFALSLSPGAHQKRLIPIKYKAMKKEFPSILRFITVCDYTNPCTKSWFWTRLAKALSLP
# ROMK mod: modulators of human ROMK potassium channel; P48048; Tet-inducible ROMK, thallium flux fluorescence; actives lie on both sides; B-score at 10 µM; hit rate 2% among 130,000; AID 1918;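 active = signal ratio slope over the read window, or its plate-corrected B-score, at least 3 SD from the plate mean, either direction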;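 note: B-score of the F/F0 ratio slope over 7 to 12 s after thallium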
# Numbers without * were called inactive; nt = not tested or not shown.
SMILES,STAT1 inh,S1P3 antagonist,PPARg SRC2 recr,PPARg SRC1 recr,STAT3 blocker,RAM inhibit,STAT3 act,SRC2 TRFRET art,PPARg SRC3 recr,TLR4-MyD88 BLA,ROMK mod
COC(=O)C1=C(C)N(C)C(C)=C(C(=O)OC)C1c1ccccc1C,-8,-22,5,10,-3,0.7,106,1461,1,13,-4.4*
CC(=O)c1ccc(NC(=O)c2cnn3c(C(F)F)cc(C4CC4)nc23)cc1,-7,nt,6,-10,8,nt,96,1517,-3,8,nt
CCCCCCSc1nsc(NC(C)=O)n1,-32,-7,-1,2,4,1.3,99,1327,3,-20,-0.38
CCCCCN=CC1=C(O)CC(c2ccccc2)CC1=O (stereo not drawn),-10,-16,-5,4,1,0.2,104,1643,1,-14,1.7
Cc1cccc(C(=O)Nc2ccccc2C(=O)NCc2cccnc2)c1,2,-1,-3,2,10,-0.1,95,1441,-1,-1,-0.29
COc1ccc(C(=O)N2CCC(C(=O)Nc3cccc(C)c3)CC2)cc1OC,6,11,1,6,0,2.4,103,1454,6,0,nt
CCO[C@H]1OC(C(=O)N2CCN(C)CC2)=C[C@@H](c2ccc(Br)cc2)[C@@H]1CCCO,2,-2,1,3,nt,1.5,nt,1454,-3,-8,nt
CCCCCCn1c(=O)c(F)cn(Cc2ccc(OC)c([N+](=O)[O-])c2)c1=O,-5,nt,0,-1,-3,3.8,109,1375,6,8,nt
Cc1c(NC(=S)Nc2cccc(Cl)c2)c(=O)n(-c2ccccc2)n1C,-1,1,4,10,11,5.5,92,1530,4,-7,-0.12
CCOC(=O)c1ccc(NC2c3ccccc3C(=O)N2c2cccnc2)cc1 (stereo not drawn),18,-17,1,9,-4,0.5,103,1496,6,6,nt
Cc1cc(C)nc(SCCC(=O)Nc2ccccc2Cl)n1,-8,-18,-5,1,15,-0.4,90,1341,-2,-18,nt
COC(=O)C1CCN(C(=O)C2CCCCC2)CC1,9,-27,-6,1,6,1.7,97,1454,-12,-4,nt
Clc1ccc(Cc2ccc(SCc3ccccc3)nn2)c(Cl)c1,5,nt,3,0,11,0.0,96,1477,1,-6,nt
COc1cc(C(=O)Nc2nc3ccc(C)cc3s2)ccc1OCc1c(C)noc1C,-7,nt,-2,-1,31,1.5,75,1407,6,-4,nt
Cc1ccccc1NC(NC(=O)c1cccs1)C(Cl)(Cl)Cl (stereo not drawn),9,nt,8,-5,9,0.9,97,1583,8,2,nt
CN1CCN(NC(=O)c2cc(-c3ccccn3)nc3ccccc23)CC1,-1,-10,4,8,-19,-0.7,119,1554,1,1,0.55
Cc1cccc(-c2noc(CSc3ccccc3)n2)c1,-49,nt,6,1,-1,0.1,105,1681,7,-14,nt
CC(=O)Nc1ccc(Nc2cc(C)nc3c(-c4ccc(Cl)cc4)c(C)nn23)cc1,-4,0,2,5,0,2.6,100,1675,3,0,-0.44
CCOc1ccc(-n2cc(C(=O)N3CCN(C)CC3)c3cc(OC)c(OC)cc3c2=O)cc1,5,1,-5,0,-8,0.0,111,1550,-1,14,nt
S=c1sc2c(Cl)ncnc2n1-c1ccccc1,15,-9,3,-1,0,0.0,103,1398,2,52*,0.023
CSc1cc(-c2ccc(Cl)cc2)n(Cc2ccccc2)c(=O)c1C#N,-1,nt,5,6,0,2.2,106,1632,43*,7,-0.0038
COC(=O)Cc1cc(=O)oc2cc(OC)ccc12,-9,nt,-1,3,0,0.9,108,1472,-13,11,nt
COc1ccc(S(=O)(=O)N2CCC(O)(c3cccnc3)CC2)cc1OC,-3,1,-1,-1,5,1.1,97,1406,-4,3,-0.16
CC(=O)NCC(=O)N1CCCC(C(=O)c2ccc(Oc3ccccc3)cc2)C1 (stereo not drawn),-6,-17,-14,-6,5,0.0,106,1623,-4,-8,1

# Not a retest: entries from further up.
SMILES,STAT1 inh,S1P3 antagonist,PPARg SRC2 recr,PPARg SRC1 recr,STAT3 blocker,RAM inhibit,STAT3 act,SRC2 TRFRET art,PPARg SRC3 recr,TLR4-MyD88 BLA,ROMK mod
COc1ccc(C(=O)N2CCC(C(=O)Nc3cccc(C)c3)CC2)cc1OC,6,11,1,6,0,2.4,103,1454,6,0,nt
CCO[C@H]1OC(C(=O)N2CCN(C)CC2)=C[C@@H](c2ccc(Br)cc2)[C@@H]1CCCO,2,-2,1,3,nt,1.5,nt,1454,-3,-8,nt

# Next results follow.
SMILES,STAT1 inh,S1P3 antagonist,PPARg SRC2 recr,PPARg SRC1 recr,STAT3 blocker,RAM inhibit,STAT3 act,SRC2 TRFRET art,PPARg SRC3 recr,TLR4-MyD88 BLA,ROMK mod
CN(C)CCCNC(=O)CC(c1ccc(F)cc1)c1ccco1 (stereo not drawn),5,nt,6,4,1,2.2,105,1686,-2,18,nt
CCc1ccc(OCC(=O)NCCOc2ccccc2)cc1,3,nt,3,5,9,-1.7,95,1518,-8,3,nt
Cn1c2ccccc2c2nnc(SCc3ccc4nonc4c3)nc21,8,-6,-2,12,23,3.6,83,1318,-8,6,nt
Cc1cc(C)c(NS(=O)(=O)c2ccc(Cl)c(C(=O)O)c2)c(C)c1,-7,nt,-8,-6,-17,2.2,111,1185,-6,1,0.04
N#Cc1c(N)nc(SCC(=O)NC2CCCCC2)c(C#N)c1-c1ccc(Cl)cc1,5,6,4,43*,-2,2.4,104,1518,2,-3,nt
CC(=O)Nc1ccc(S(=O)(=O)Nc2nc3ccccc3nc2Nc2ccc(S(N)(=O)=O)cc2)cc1,1,-11,3,2,4,7.6,96,1537,8,2,nt
Cc1ccc(NC=C(S(=O)(=O)c2ccccc2)S(=O)(=O)c2ccccc2)c(C)c1,0,nt,-5,-4,15,2.3,96,1687,-6,11,nt
COc1ccc(NS(=O)(=O)c2c(C)[nH]c(=O)[nH]c2=O)c(OC)c1,9,-3,7,4,4,1.1,101,1595,5,1,nt
COC(=O)C(NC(=O)c1ccc(Cl)cc1)(Nc1nc(C)cs1)C(F)(F)F (stereo not drawn),3,nt,-10,10,-9,0.3,110,1441,7,6,nt
O=C1CN(O)C=C2N=c3ccccc3=C2N1c1ccc([N+](=O)[O-])cc1,-2,7,-6,-1,-4,2.1,108,1630,5,-2,0.2
CCOC(=O)CSc1nnc(-c2ccoc2C)n1-c1ccc(C)cc1,0,nt,-7,-8,5,0.9,98,1166,-7,3,nt
COc1ccc2oc(C(=O)NC(C)(C)C)c(C)c2c1,-54,-10,-2,2,-15,6.6,117,1570,-3,3,-0.58
Cn1nnnc1SCC(=O)NC(=O)Cc1ccccc1,-5,-8,-9,-8,8,-0.3,96,1514,-1,-15,nt
CCN1CCN(c2ncnc3c2sc(=S)n3-c2ccccc2)CC1,3,-16,-3,0,13,1.1,89,1671,5,-5,nt
COc1ccc(C(=O)NCC(=O)N2CCCCC2)cc1OC,-7,-8,4,6,4,0.8,105,1574,-1,-23,-0.84
O=C(NCCN1C(=O)CCC1=O)c1ccncc1,-2,-7,-1,3,10,3.9,99,1536,-6,-8,0.0043
Fc1cccc(Cl)c1-c1nnc2ccc3ccccc3n12,8,-5,7,5,2,1.5,103,1638,3,2,0.018
Cc1cc(C)nc(SCC(=O)N/N=C/c2cc(C)n(-c3ccccc3C)c2C)n1,7,8,1,4,-5,1.4,102,1576,1,3,6.6*
Cc1[nH]c2ccccc2c1C(c1ccncc1)N1CCCCC1 (stereo not drawn),7,-38,-3,-10,10,2.6,94,1421,-1,-15,0.07
O=C(NC1CCCCCCC1)C1CCCN(S(=O)(=O)c2cnc[nH]2)C1 (stereo not drawn),-2,2,2,7,7,0.6,98,1679,2,1,nt
CCOc1ccc(CCNC(=O)C2CCN(c3nnc(-n4cccc4)s3)CC2)cc1OCC,-1,-34,6,0,2,0.5,103,1438,0,-8,nt
Cc1cccc(N/N=C/c2ccccc2O)c1,11,11,0,5,-24,1.1,120,1626,2,4,0.49
CC12CC(c3ccccc3O1)N(C(=O)c1ccco1)C(=S)N2c1ccccc1 (stereo not drawn),1,nt,6,9,-14,4.3,118,1466,2,-2,-0.04
COc1ccc2[nH]c3c(=O)n(Cc4ccc(C(=O)NCC5CCCO5)cc4)c(=S)[nH]c3c2c1 (stereo not drawn),-18,-10,17,10,7,1.2,98,1732,10,17,-0.14
O=C(N/N=C/c1cccc(O)c1)NC1CCCCC1,-3,-11,0,3,0,0.2,106,1732,-3,5,0.33
COc1ccc(NS(=O)(=O)c2ccc3oc(Nc4ccc5c(c4)OCCO5)nc3c2)cc1,-12,14,-3,-1,-5,2.7,108,1578,-4,2,0.18
CC(C)(C)NC(=O)NC(=O)CSc1nnc(-c2ccccc2F)n1N,1,nt,4,4,3,1.1,102,1563,7,1,0.5
Cc1ccc2nc(Cn3cc(C(F)(F)F)cc(Cl)c3=O)cc(=O)n2c1,-2,-9,-1,7,3,1.9,99,1454,4,2,0.014
O=C(C1CC(=O)N(C2CCCC2)C1)N1CCN(c2ccc(F)cc2)CC1 (stereo not drawn),5,-1,-3,1,5,nt,100,1264,-10,10,nt
Cc1ccc(-c2cc(C(F)(F)F)n3ncc(C(=O)NCc4ccco4)c3n2)cc1,-8,-22,0,7,16,4.5,90,1725,-11,-1,1.2
CC(C)CC1NC(=O)N(CC(=O)N2c3ccccc3NC(=O)C2(C)C)C1=O (stereo not drawn),-2,-25,5,4,9,0.6,99,1672,-2,1,0.028
O=C(c1ccc2c(c1)[nH]c(=S)n1c3ccccc3nc21)N1CCN(c2cccc(Cl)c2)CC1,-4,-8,12,12,10,7.8,95,1771,4,-3,-0.26
CC1CCCC(C(=O)O)N1C(=O)CCS (stereo not drawn),-2,nt,-6,0,-11,1.6,106,1267,-8,18,2.2*
CCC1CCCCN1CCCNC(=O)c1cc2c(=O)[nH]c3ccccc3c2n1C (stereo not drawn),-3,10,1,5,6,0.6,100,1794,-4,6,-0.23
O=C(Nc1ccc2c(c1)CCC2)c1cccs1,-61,13,2,2,14,-0.7,92,1754,-2,-3,-0.15
CC(C)=CCCC1=CCC2C(=O)NNC(=O)C2C1 (stereo not drawn),2,nt,12,2,5,1.4,97,1546,2,-5,nt
CC1(C)C(=O)C2(CCCCC2)C(=O)OC1c1cccs1 (stereo not drawn),-1,-9,-6,-7,5,1.3,99,1417,-10,10,nt
CC1(C)CC(=O)C2=C(C1)N(c1ccc(F)cc1)C(=O)CC2c1ccsc1 (stereo not drawn),12,nt,5,3,12,1.4,97,1621,5,1,nt
CN(CCOC(=O)C1c2ccccc2Oc2ccccc21)C(C)(C)C,8,nt,6,2,2,0.4,101,1534,-3,-7,nt
COc1ccccc1N(CC(=O)NC(C)C)S(=O)(=O)c1cccs1,5,-1,-6,6,6,4.2,95,1629,6,8,nt
CC(Sc1nc(N2CCCCC2)c2c(c1C#N)CCCC2)C(=O)O (stereo not drawn),2,nt,30*,19*,2,3.0,103,1908,18,-4,0.41
Cc1ccccc1C(=O)NCc1ccncc1,-2,-20,-3,-6,6,0.9,98,1431,-8,-3,-0.64
COc1ccc(CN(CCN(C)C)Cc2ccccc2)c(OC)c1,4,11,3,7,6,0.1,98,1795,5,-3,-1.1
